Screens deposited in PubChem by National Center for Advancing Translational Sciences (NCATS).
KDM5B inhibitor: inhibitors of human KDM5B histone demethylase. Potency, µM (doses to about 57.7 µM), for the others: top-dose activity change, negative = inhibition, actives largely listed as inhibitors. KDM5B demethylase, FDH-coupled NADH fluorescence (FDH is formaldehyde dehydrogenase). 220,000 tested, 2.6% active. Q9UGL1; active = well fitted inhibition curve with a large enough effect; inconclusive = small, poorly fitted or top-dose-only effect; inactive = no such curve, though single readings can be large or run the other way; note: 0% is about no effect; nearly all actives have a fitted effect of over 70% in size
Target sequence (Q9UGL1 whole entry, looked up): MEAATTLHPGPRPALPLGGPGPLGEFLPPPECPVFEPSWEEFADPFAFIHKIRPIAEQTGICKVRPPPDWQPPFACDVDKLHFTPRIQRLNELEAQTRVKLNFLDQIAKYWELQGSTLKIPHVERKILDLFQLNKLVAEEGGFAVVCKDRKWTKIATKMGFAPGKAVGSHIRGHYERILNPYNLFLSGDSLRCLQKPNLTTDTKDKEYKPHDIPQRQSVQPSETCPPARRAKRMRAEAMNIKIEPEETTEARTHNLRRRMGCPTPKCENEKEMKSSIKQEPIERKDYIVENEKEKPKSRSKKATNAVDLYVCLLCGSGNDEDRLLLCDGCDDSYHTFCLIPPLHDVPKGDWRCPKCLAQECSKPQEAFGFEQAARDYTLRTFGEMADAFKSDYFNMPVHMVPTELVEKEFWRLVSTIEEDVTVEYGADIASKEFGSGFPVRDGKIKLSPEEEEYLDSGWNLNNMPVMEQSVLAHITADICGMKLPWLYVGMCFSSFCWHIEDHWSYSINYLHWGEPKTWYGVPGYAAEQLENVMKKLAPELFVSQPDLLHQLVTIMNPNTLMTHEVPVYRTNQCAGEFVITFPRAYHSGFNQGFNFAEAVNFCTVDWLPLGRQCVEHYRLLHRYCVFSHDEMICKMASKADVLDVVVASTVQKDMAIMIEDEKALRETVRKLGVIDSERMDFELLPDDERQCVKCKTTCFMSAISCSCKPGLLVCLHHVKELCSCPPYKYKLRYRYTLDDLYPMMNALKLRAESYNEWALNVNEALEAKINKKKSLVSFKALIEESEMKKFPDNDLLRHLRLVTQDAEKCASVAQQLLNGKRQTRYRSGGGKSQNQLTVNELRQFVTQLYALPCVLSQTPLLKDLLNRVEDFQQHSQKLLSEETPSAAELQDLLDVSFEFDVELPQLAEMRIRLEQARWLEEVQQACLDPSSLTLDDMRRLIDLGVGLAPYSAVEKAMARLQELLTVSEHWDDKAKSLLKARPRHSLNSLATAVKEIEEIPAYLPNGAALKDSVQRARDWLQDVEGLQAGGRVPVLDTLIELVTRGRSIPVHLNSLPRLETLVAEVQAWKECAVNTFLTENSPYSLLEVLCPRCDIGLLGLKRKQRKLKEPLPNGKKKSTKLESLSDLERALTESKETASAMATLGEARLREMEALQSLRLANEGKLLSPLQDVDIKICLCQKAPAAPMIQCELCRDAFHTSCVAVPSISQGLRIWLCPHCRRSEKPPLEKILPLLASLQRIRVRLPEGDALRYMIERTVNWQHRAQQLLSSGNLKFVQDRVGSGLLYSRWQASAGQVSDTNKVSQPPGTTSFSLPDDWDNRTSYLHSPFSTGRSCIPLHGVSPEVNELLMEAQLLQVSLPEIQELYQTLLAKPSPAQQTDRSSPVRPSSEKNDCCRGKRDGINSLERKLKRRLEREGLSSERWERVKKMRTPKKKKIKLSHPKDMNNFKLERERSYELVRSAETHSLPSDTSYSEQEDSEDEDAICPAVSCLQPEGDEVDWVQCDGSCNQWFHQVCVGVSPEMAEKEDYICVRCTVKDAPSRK
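Inhibition is measured as reduced NADH fluorescence generation from FDH coupling to formaldehyde release. Truncated KDM5BΔAP at 200 nM final acts on H3K4me3 peptide (12.5 µM in substrate mix) in pH 7.5 HEPES buffer with Tween-20, 30 min, room temperature.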
* = called active by the depositor; ? = inconclusive; [ ] = another dose, or the depositor's remark. Potency is the fitted concentration of half-maximal effect.

KDM5B inhibitor,SMILES
-2%,CC(=O)Nc1ccc(NC(=O)CCSC2CCc3ccccc3NC2=O)cc1 (centres undefined)
-21%,Cc1ccc(NC(=O)CCn2nc(C)c(S(=O)(=O)N3CCCCC3)c2C)cc1Cl
15%,Cc1c(Cl)cccc1NC(=O)CCNC(=O)CCC(=O)c1cccs1
?,CCOc1cccc(CNC(=O)c2ccc(Cn3ccn4nc5c(c4c3=O)CCCC5)cc2)c1
-12%[86.2 µM],O=C(NCCOc1ccccc1)c1ccc2c(c1)OCCN(CCC(F)(F)F)C2
-1%,Cc1ccccc1OCC(=O)Nc1ccccc1NC(=O)c1ccco1
19%,N#Cc1ccccc1S(=O)(=O)N[C@H]1CO[C@H]2[C@@H]1OC[C@H]2OC(=O)Nc1cccc(C(F)(F)F)c1
?,O=C1Nc2ccc(-c3ccccc3F)cc2C(=O)N2CCN(C(=O)c3cccnc3)C[C@H]12
-8%,CC(C)CNC(=O)c1ccc2c(=O)n(CCc3ccccc3)c(SCC#N)nc2c1
-10%,Cc1cc2c(c(=O)n(-c3ccc(F)cc3)c(=O)n2CC(=O)Nc2cccc(C#N)c2)n1C
6%,CC(=O)N1C(=O)NC2=C(C(=O)CCC2)C1c1cccc([N+](=O)[O-])c1 (centres undefined)
21%,O=C(COc1ccccc1)Nc1ccc([C@@H](O)[C@H]2COCC(=O)N2Cc2ccc(F)cc2)cc1
-27%,CCc1ccc(NC(=O)c2sc3nc4c(cc3c2N)CN(CC)CC4)cc1
18%,O=c1cc(-c2cccnc2)nc(-c2ccc(CN3CCCC(F)(F)C3)cc2)[nH]1
16%,Cc1cc(-c2ccc(NC(=O)CC#N)c(C)c2)ccc1NC(=O)CC#N
14%,Cc1ccc(C(=O)C(C)n2c(N3CCOCC3)nc3c2c(=O)n(C)c(=O)n3C)cc1 (centres undefined)
-13%,CCOC(=O)C1(C)C=C(Nc2ccccc2)C(=O)N1c1ccccc1 (centres undefined)
?,Cc1ccc(/C=N/NC(=O)c2ccc(NC(=O)c3ccccc3Cl)cc2)o1
33%,CCCc1cc(C(=O)N2C[C@@H](CN3CCOCC3)[C@@H](CO)C2)n[nH]1
14%,COCCn1cnnc1SCc1nc2cc(Cl)ccc2n1Cc1ccccc1

Reprinted from the part before: 3 compounds, followed by the next part.
KDM5B inhibitor,SMILES
?,Cc1ccc(/C=N/NC(=O)c2ccc(NC(=O)c3ccccc3Cl)cc2)o1
33%,CCCc1cc(C(=O)N2C[C@@H](CN3CCOCC3)[C@@H](CO)C2)n[nH]1
14%,COCCn1cnnc1SCc1nc2cc(Cl)ccc2n1Cc1ccccc1
-26%,COC(=O)c1ccccc1-c1ccc(/C=N/NC(N)=O)o1
-24%[115 µM],Cc1noc2c(NC(C)C)cc(-c3ccsc3)nc12
?,O=S(=O)(c1ccc2ccccc2c1)n1nc(-c2ccco2)nc1NCc1ccc(F)cc1
-10%,O=C(Cn1ccc2cc(Cl)ccc21)N1CCCCCC1
?,COC(=O)c1ccc(COC(=O)/C=C/c2ccc(OCC#N)c(OC)c2)cc1
-5%,N#C/C(=C\c1cccn1-c1ccccc1)c1ccccc1
-13%,O=C(c1ccco1)N1CCN(c2ncncc2-c2nc(-c3ccccc3)no2)CC1
?,COc1ccccc1N1CCN(CC(O)COc2cc(C)cc(C)c2)CC1 (centres undefined)
-3%,Cc1ccc2c(ccn2CCC(=O)Nc2nnc(C(C)C)s2)c1
2%,CN1CCOC(CNC(=O)Cc2cccc(F)c2)C1 (centres undefined)
?,CC(=O)Nc1c(C(=O)Nc2ccccc2F)oc2ccccc12
15%,Cc1occc1C(=O)NNS(=O)(=O)c1ccc([N+](=O)[O-])cc1
7%,O=C(NCc1ccc2c(c1)OCO2)C1CCCN1S(=O)(=O)c1ccc(F)cc1 (centres undefined)
-14%,O=C(Cn1c(=O)oc2cc(Cl)ccc21)NC1CCc2n[nH]c(=O)n2CC1 (centres undefined)
20µM*,Cc1nn2c(c1-c1ccccc1N1CCCC1)N(C(=O)COc1ccccc1)CCC2
6%,CSc1ccc(NC(=O)C2CCN(C(=O)c3ncn4c3COC(c3ccc(F)cc3)C4)CC2)cc1 (centres undefined)
-10%,CCOC(=O)CSc1nc2ccc(NC(=O)c3ccccc3F)cc2s1
-14%,Cc1c(NC(=O)c2ccccc2)cc(C(C)C)c(O)c1S(=O)(=O)c1ccc(Cl)cc1
15%,CCNC(=O)N1CCC(n2nccc2NC(=O)CCCc2ccccc2)CC1
-26%,O=S(=O)(Nc1ccc2cn[nH]c2c1)c1ccc(Cl)c(Cl)c1
-15%,COc1ccc(NC(=O)C[C@H]2NC(=O)c3ccccc3NC2=O)cn1
12%,CCOc1ccc(S(=O)(=O)N2C[C@@H](C(N)=O)[C@H](C3CCN(C)CC3)C2)cc1
?,COc1ccc(CNS(=O)(=O)c2cc3c(cc2C)N(C)CCO3)cc1
28µM*,Nc1n[nH]c(CNc2cc(-c3ccc(F)cc3)nc3ccnn23)n1
-29%,COc1cccc(-n2c(SCC(=O)Nc3cccc(Cl)c3)nc3c(oc4ccccc43)c2=O)c1
?,CCC(C)NC(=O)C1=Cc2sc3c(c2CS1)CCCC3 (centres undefined)
-19%[115 µM],CS(=O)(=O)N1CC2(CCN(Cc3ccccn3)C2)Cc2ccccc21 (centres undefined)
1%,Cc1ccc(COc2ccccc2C2C3=C(CC(C)(C)CC3=O)OC3=C2C(=O)CC(C)(C)C3)cc1
14%[86.2 µM],Fc1ccc(OCc2nnc([C@H]3CCN(Cc4cccnc4)C3)o2)cc1
22%,COCCN1C(=O)CS(=O)(=O)C12CCN(C(=O)c1ccc(F)cc1)CC2
?,CC(C)CCN(Cc1ccco1)C(=O)c1cc2c(Cl)nc3ccccc3c2s1
-15%,COc1nc2ccccc2nc1N1CCC(C(=O)Nc2ccc(C)cc2)CC1
26%,CCOCCn1nc(C)cc1C(=O)N1C[C@@H](C)[C@](O)(C2CC2)C1
-6%,CCCCn1c(=O)[nH]c(=O)c2c1nc(CN1CCN(S(=O)(=O)c3ccc(C)cc3)CC1)n2C
?,COc1ccc(C(=O)N2CCC3(CC2)CCN(Cc2cccs2)c2ccccc2O3)cc1
-4%,Cc1ccccc1C(=O)N1CCN(c2ccc(NC(=O)c3ccc4c(c3)OCCO4)cc2)CC1
-5%,COc1ccc(C)cc1NC(=O)N1CCC(N2CC3CC(C2)[C@H]2CCCC(=O)N2C3)CC1 (some centres undefined)
2%,CCCOc1ccc(C(=O)Nc2cccc3cccnc23)cc1
?,COc1ccnc(N2CC[C@H](c3nnc(-c4ccc(C)cc4)o3)C2)n1
-4%,Cc1c(Cl)cccc1NC(=O)C(CCS(C)(=O)=O)N1Cc2ccccc2C1=O (centres undefined)

Quoted at random: three compounds from above, in no set order.
KDM5B inhibitor,SMILES
22%,COCCN1C(=O)CS(=O)(=O)C12CCN(C(=O)c1ccc(F)cc1)CC2
-15%,COc1nc2ccccc2nc1N1CCC(C(=O)Nc2ccc(C)cc2)CC1
?,COc1ccc(C(=O)N2CCC3(CC2)CCN(Cc2cccs2)c2ccccc2O3)cc1

Going on with the list:
KDM5B inhibitor,SMILES
-23%,COC(=O)c1ccccc1NC(=O)c1cnn(-c2ccc(F)cc2)c1-n1cccc1
-7%,CS(=O)(=O)N1CCC(OC2CCN(C(=O)NCc3ccco3)CC2)CC1
13%,CCOc1ccc(S(=O)(=O)N(CC)CC(=O)NCC2CCCO2)cc1 (centres undefined)
-11%,CCOC(=O)c1nnn(CC(=O)Nc2cc(C)cc(C)c2)c1C(=O)OCC
-28%,CCOc1cccc(C(=O)Nc2cc(C)c(O)c(-c3nc4ncccc4o3)c2)c1
?,Cc1ccc(NC(=O)c2ncoc2-c2ccco2)cc1Cl
-3%,NS(=O)(=O)c1cccc(NC(=O)c2cn(Cc3ccccc3)nc2-c2ccccc2)c1
21%,CCOC(=O)c1c(C)n(C)c2ccc(OC)c(NC(=O)CN3CCC(C(=O)OCC)CC3)c12
21%,O=C1CCCC2=C1C(c1cc(Cl)c(O)c(Cl)c1)C1=C(CCCC1=O)O2
-31%,CCOC(=O)c1ccccc1NC(=O)CSc1nc2cn(CC)nc2c(=O)n1Cc1ccc(Cl)cc1
23%,C/C(=N\O)c1cccs1
?,Cc1ccc(C(C(=O)NCC2CCCO2)N(C(=O)c2snc(C(N)=O)c2N)c2ccc(C)c(C)c2)o1 (centres undefined)
6%[86.2 µM],CN(Cc1ccccc1C(F)(F)F)C(=O)c1ccccc1F
27%,O=S(Cc1ccccc1)Cc1cccc(C(F)(F)F)c1 (centres undefined)
-7%,COc1cccc(-c2nc(-c3nnn4c3COC(c3ccc(Cl)cc3)C4)no2)c1 (centres undefined)
-19%,Cc1cc(=O)n2c(C(=O)Nc3cccc(Cl)c3)c(C(=O)Nc3ccccc3)sc2n1
-14%,COCCOc1ccc(C(=O)N[C@@H]2CN(C(=O)Nc3cccc(C(F)(F)F)c3)CCC[C@H]2O)cc1
?,COc1ccc(F)cc1CN1CCC(O)(CN2CCCCC2)C1 (centres undefined)
-7%,CCc1ccc(NC(=O)CN2C(=O)C(c3ccc(Cl)cc3)=NC23CCCCC3)cc1
5%,O=[N+]([O-])c1ccc(/C=N/Nc2ncccc2[N+](=O)[O-])s1

Part of the list above, reformatted:
SMILES: CS(=O)(=O)N1CCC(OC2CCN(C(=O)NCc3ccco3)CC2)CC1
  KDM5B inhibitor: -7%

SMILES: CCc1ccc(NC(=O)CN2C(=O)C(c3ccc(Cl)cc3)=NC23CCCCC3)cc1
  KDM5B inhibitor: -7%

SMILES: COc1cccc(-c2nc(-c3nnn4c3COC(c3ccc(Cl)cc3)C4)no2)c1 (centres undefined)
  KDM5B inhibitor: -7%

Next part.
KDM5B inhibitor,SMILES
-30%,COc1ccc(-c2nnc(CN3CCCC3c3cccn3C)o2)cc1 (centres undefined)
34%,Cc1cc(C)cc(NC(=O)C2CCN(C(=O)c3ncn4c3COC(c3ccc(F)cc3)C4)CC2)c1 (centres undefined)
28µM*,Cc1cn2nc(C(=O)NC3CCCCC3)cc2c(N2CCCC2)n1
-1%,O=C(NCc1ccccn1)C(=O)NCC1OCCN1S(=O)(=O)c1ccc(Cl)cc1 (centres undefined)
9%,CCOCCCN(C(=O)Nc1ccc(Cl)cc1)C1CCN(C(C)=O)CC1
-1%,CC(=O)N(C1CC1)C1CCOC2(CCN(C(=O)c3sc(C)nc3C)CC2)C1 (centres undefined)
?,O=C(Nc1ccnn1C1CCN(C/C=C/c2ccc(F)cc2)CC1)C1CCCC1
10%,O=C(CCc1ccccc1)N1CCCC(c2noc(COc3ccccc3F)n2)C1 (centres undefined)
9%,CC(CNC(=O)C1CCN(C(=O)N2CCOc3ccc(Cl)cc32)CC1)c1ccccc1 (centres undefined)
25%,CC(C)(C)OC(=O)NCC(=O)O
?,COCCNc1ncnc2c1CN(C1CCCNCC1)C(=O)CN2C (centres undefined)
9%,CN(C(=O)COC(=O)c1csc(NCc2ccccc2)n1)c1ccccc1
7%,O=C1CCN(C(=O)c2ccco2)CCCCCCN1
5%,COc1ccc(OCC(=O)Nc2ccc3c(c2)nc(CCNC(C)=O)n3C)cc1
-4%,Cc1ccccc1NC(=O)c1nc(-c2ccccc2)oc1C
?,CCCS(=O)(=O)c1ncc(Cl)c(C(=O)Nc2scc(-c3ccccc3)c2C(=O)OCC)n1
100µM*,Cn1ccc(C(=O)NCc2nnc3n2C(C(=O)NCC2CC2)CC3)n1 (centres undefined)
4%,Cc1ccc(NC(=O)C2CCCN(c3nc4ccccc4s3)C2)c(C)c1 (centres undefined)
-22%,O=C(COc1ccc2oc3c(c2c1)CCCC3)Nc1ccc(Br)cc1
9%,CCCCc1ncc(CN2CCCC(c3cccc(C(=O)O)c3)C2)[nH]1 (centres undefined)

Gathered by group, the compounds so far with a nitro group on carbon
KDM5B inhibitor,SMILES
6%,CC(=O)N1C(=O)NC2=C(C(=O)CCC2)C1c1cccc([N+](=O)[O-])c1 (centres undefined)
15%,Cc1occc1C(=O)NNS(=O)(=O)c1ccc([N+](=O)[O-])cc1
5%,O=[N+]([O-])c1ccc(/C=N/Nc2ncccc2[N+](=O)[O-])s1

(next part)
KDM5B inhibitor,SMILES
7%,O=C(Nc1ccccc1C(=O)OCc1cc(=O)n2nc(C3CC3)sc2n1)c1cccc(Cl)c1
-30%,CS(=O)(=O)Nc1ccc(C2=NN(C(=O)c3cccc(F)c3)C(c3cccs3)C2)cc1 (centres undefined)
-1%,Cc1ccc(S(=O)(=O)N2CCC(=O)CC2)cc1
-25%,Cc1ccc(NC(=O)C(Cc2c[nH]c3ccccc23)NC(=O)OCC(C)C)cc1 (centres undefined)
7%,O=C(CS(=O)(=O)c1ccccc1)N[C@H]1CCN2C(=O)[C@H](Cc3ccc(F)cc3)NC(=O)[C@@H]2C1
?,COc1ccccc1/C=C/c1nc(C#N)c(NCCc2ccccc2)o1
16%,CC1CC1C(=O)NCCC(=O)Nc1cccc(C#N)c1 (centres undefined)
-11%,CC(=O)N1C[C@@H](C(=O)N2CCOCC2)[C@H](c2nc(C)no2)C1
?,COc1ccccc1CNc1nc(-c2ccco2)nn1C(=O)c1cc(OC)c(OC)c(OC)c1
22µM*,COc1ccc(/C=C/c2ccc3c(c2)C(=O)N2C[C@@H](NC(=O)CC(C)(C)CC(=O)O)C[C@H]2C(=O)N3)cc1
22%,CC(C)N1C(=O)C(CC(=O)NCC2CCN(Cc3cccc(F)c3)CC2)=C2CCCCC21 (centres undefined)
-15%[86.2 µM],COCC(=O)N1CCC(c2nn(-c3ccccc3)c(=O)[nH]2)CC1
1%,COc1ccccc1-c1cc(C(=O)Nc2cc(OC)c(OC)c(OC)c2)no1
?,Cc1ccc(C)c(S(=O)(=O)c2nnn3c2nc(NC2CCCC2)c2sccc23)c1

An excerpt. The share of hits here may be higher or lower than overall.
